High-throughput results (PubChem)
Bfl-1 Bim block: inhibitors of Bim binding to Bfl-1, primary screen, biochemical, multiplexed, bead-based flow cytometry; Bcl-2-related protein A1 (Homo sapiens), Q16548; inhibition, % at 10 µM; 190,000 compounds, 0.12% hits; Bim-Bfl-1 binding inhibition;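 further: 0% = wells without compound plus tracer and 100% = blocker peptide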
RGS4-Gao reg: modulators of RGS4 binding to Galphao, primary screen, biochemical, multiplexed bead flow cytometry | Guanine nucleotide-binding protein G(o) subunit alpha (Homo sapiens), P09471 | actives lie on both sides | binding response (% of control), % at 10 µM | 220,000 compounds, 0.33% hits | AID 1415, 2008; in the data active means binding response below about 49% or above about 150%; inactive means in between;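 further: fluorescent Galphao activated with aluminum fluoride binding bead-coupled RGS4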
Target sequence (P09471 whole entry, looked up): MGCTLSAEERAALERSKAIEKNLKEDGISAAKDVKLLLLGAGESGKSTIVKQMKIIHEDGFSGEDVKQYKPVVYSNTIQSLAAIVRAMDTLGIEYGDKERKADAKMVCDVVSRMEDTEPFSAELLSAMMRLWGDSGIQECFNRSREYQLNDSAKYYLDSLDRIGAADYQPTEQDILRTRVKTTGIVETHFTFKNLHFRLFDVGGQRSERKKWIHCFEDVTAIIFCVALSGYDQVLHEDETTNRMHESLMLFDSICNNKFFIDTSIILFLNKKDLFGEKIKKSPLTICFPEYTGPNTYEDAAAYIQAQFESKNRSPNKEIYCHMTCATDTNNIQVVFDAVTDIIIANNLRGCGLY
Bim-Bcl-W: inhibitors of Bim binding to Bcl-W, primary screen, biochemical, multiplexed, bead-based flow cytometry; Bcl-2-like protein 2 (Homo sapiens), Q92843; 190,000 compounds, 0.02% hits; inhibition, % at 10 µM; Bim peptide-Bcl-W binding; AID 952, 2007;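 further: 0% = bound tracer without compound and 100% = peptide blocker; higher means less fluorescent Bim peptide bound to Bcl-W beads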
Target sequence (Q92843 whole entry, looked up): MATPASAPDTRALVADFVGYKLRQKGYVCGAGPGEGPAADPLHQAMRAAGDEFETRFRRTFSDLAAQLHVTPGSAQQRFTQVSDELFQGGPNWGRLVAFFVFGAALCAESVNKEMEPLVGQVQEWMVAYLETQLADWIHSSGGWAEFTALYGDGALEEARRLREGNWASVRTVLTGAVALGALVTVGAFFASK
RGS8-Gao: RGS8-Galphao binding modulators, primary screen, biochemical, multiplexed bead flow cytometry | Guanine nucleotide-binding protein G(o) subunit alpha (Homo sapiens), P09471 | actives lie on both sides | response (percent of control binding), % at 10 µM | 220,000 compounds, 0.34% hits | AID 1423, 2008; in the data active means response below about 60% or above about 140%; inactive means in between;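 further: Galphao activated as the GDP aluminium fluoride complex binding bead-coupled RGS8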
Bcl-XL Bim block: inhibitors of Bim-Bcl-XL binding, primary screen, biochemical, multiplexed, bead flow cytometry, human Bcl-XL; Bcl-2-like protein 1 (Homo sapiens), Q07817; Bim peptide-Bcl-XL binding, fluorescence; inhibition, % at 10 µM; 190,000 compounds, 0.04% hits; AID 1007, 2008
Target sequence (Q07817 whole entry, looked up): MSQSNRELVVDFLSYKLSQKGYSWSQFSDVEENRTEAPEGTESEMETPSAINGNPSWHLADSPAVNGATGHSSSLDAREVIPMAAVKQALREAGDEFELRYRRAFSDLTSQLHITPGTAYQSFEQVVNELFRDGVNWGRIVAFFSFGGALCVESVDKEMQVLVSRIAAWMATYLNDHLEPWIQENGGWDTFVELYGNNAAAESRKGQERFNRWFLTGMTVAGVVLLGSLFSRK
RGS7-Gao reg: RGS7-Galphao binding modulators, primary screen, biochemical, multiplexed bead flow cytometry | AID 1439, 2008 | Guanine nucleotide-binding protein G(o) subunit alpha (Homo sapiens), P09471 | binding response (% of control), % at 10 µM | actives lie on both sides | 220,000 compounds, 0.35% hits; in the data active means binding response below about 49% or above about 150%; inconclusive means no clear call, values can overlap the other calls; inactive means in between;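 further: fluorescent Galphao held in activated GDP-AlF4 state binding bead-coupled RGS7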
Bcl-B Bim block: inhibitors of Bim-Bcl-B binding, primary screen, biochemical, multiplexed, human Bcl-2 family | Bcl-2-like protein 10 (Homo sapiens), Q9HD36 | bead-based flow cytometry, Bim peptide-Bcl-B binding | inhibition, % at 10 µM | 190,000 compounds, 0.073% hits | AID 951, 2007;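 further: 0% = tracer peptide without compound and 100% = reference inhibitor peptide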
Target sequence (Q9HD36 whole entry, looked up): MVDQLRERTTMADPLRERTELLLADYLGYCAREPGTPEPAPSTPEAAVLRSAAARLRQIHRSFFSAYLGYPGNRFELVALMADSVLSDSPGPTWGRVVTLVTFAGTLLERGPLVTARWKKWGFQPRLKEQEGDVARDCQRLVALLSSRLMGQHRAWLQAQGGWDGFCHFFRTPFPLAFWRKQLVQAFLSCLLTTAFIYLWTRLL
ABCB1 inh: ABCB1 efflux pump inhibitors, primary screen, cell-based, multiplex, flow cytometry, ABCG2 counter-screen. CCRF-Adr cells, JC-1 efflux. 190,000 compounds, 0.067% hits. inhibition, % at 6.6 µM; in the data active means inhibition above about 40%;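 further: 0% = vehicle and 100% = reference inhibitor; higher value means more JC-1 retained so stronger ABCB1 efflux block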
ABCG2 block: ABCG2 efflux pump inhibitors, primary screen, multiplex with ABCB1, IgMXP3 cells, flow cytometry | Broad substrate specificity ATP-binding cassette transporter ABCG2 (Homo sapiens), Q9UNQ0 | JC-1 efflux | inhibition, % at 6.6 µM | 190,000 compounds, 0.1% hits;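 active means inhibition above 80%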;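 further: 0% = DMSO and 100% = nicardipine control wells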
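Test system: IgMXP3 (ABCG2) plus far-red-tagged CCRF-Adr (ABCB1) cells. Reagent: JC-1 dye as substrate. Timing: 10 min exposure at 25 °C with rotation, no wash. Measured by: flow cytometric JC-1 green MFI at 530 nm. Read-out: percent efflux inhibition, scaled nicardipine 100% to DMSO 0%. Control set: nicardipine and DMSO wells.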
Bcl-2 Bim block: inhibitors of Bim-Bcl-2 binding, primary screen, biochemical, multiplexed, human Bcl-2 family. 190,000 compounds, 0.06% hits. AID 950, 2007. inhibition, % at 10 µM. Bead-based flow cytometry, Bim peptide-Bcl-2 binding. Apoptosis regulator Bcl-2 (Homo sapiens), P10415; in the data active means inhibition above about 40%; inconclusive means no clear call, values can overlap the other calls;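 further: 0% = no compound wells with probe peptide and 100% = reference peptide inhibitor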
Bim-Mcl-1: inhibitors of Bim peptide binding to Mcl-1, primary screen, biochemical, bead-based flow cytometry, multiplex. Induced myeloid leukemia cell differentiation protein Mcl-1 (Homo sapiens), Q07820. Bim peptide-Mcl-1 binding. inhibition, % at 10 µM. 190,000 compounds, 0.1% hits;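 further: 0% = no compound tracer wells and 100% = peptide blocker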
* marks the source's active call; other numbers are inactive results; ? = inconclusive. Unless noted, no stated cut-off is given here; in the data, active means inhibition above about 40%.

SMILES | Bfl-1 Bim block | RGS4-Gao reg | Bim-Bcl-W | RGS8-Gao | Bcl-XL Bim block | RGS7-Gao reg | Bcl-B Bim block | ABCB1 inh | ABCG2 block | Bcl-2 Bim block | Bim-Mcl-1
COCCNC(=O)/C(C#N)=C/C(C)=C/c1ccccc1 | -2 | 105 | -6 | 103 | -3 | 100 | -7 | 0.1 | 18 | 0 | -7
COc1ccc(Nc2nc(-c3ccc4c(c3)NC(=O)CO4)cs2)cc1 | 3 | 99 | 0 | 99 | -1 | ? | -7 | 1.9 | 41 | 0 | -3
O=C(O)CCCNC(=O)c1cccc(C(=O)NCCCC(=O)O)n1 | -3 | 100 | -3 | 101 | -6 | 98 | -7 | 1.7 | 5 | 0 | -4
COc1ccc(NS(=O)(=O)c2cc(-c3nnnn3C)ccc2OC)cc1 | 0 | 101 | -1 | 103 | -1 | 106 | 0 | 0.1 | 0 | -2 | -3
COc1ccc(NC(=O)C2CCCN(S(=O)(=O)c3cccc4cccnc34)C2)c(OC)c1 (stereo unspecified) | -5 | 101 | -3 | 114 | -2 | 102 | -3 | 0.9 | 5 | -2 | -2
Cc1ccc(NC(=O)N(Cc2ccco2)Cc2cc3cc(C)cc(C)c3nc2Cl)cc1 | 0 | 100 | -2 | 97 | -4 | 98 | -4 | 1.1 | 5 | -4 | -4
CCOC(=O)C1CCN(Cc2cn[nH]c2-c2ccccc2)CC1 | -3 | 102 | -1 | 101 | 0 | 100 | -6 | 0.3 | 2 | 0 | -3
COc1cccc(/C=N/NC(=O)c2nc(-c3ccccc3)cc(-c3ccccc3)n2)c1 | -7 | 93 | -3 | 98 | -7 | 97 | -5 | 14 | 11 | -2 | 0
COC(=O)c1sccc1-n1cccc1C(=O)C(=O)N1CCOCC1 | -4 | 96 | 1 | 101 | -4 | 97 | 0 | -0.4 | 0 | 2 | 2
CCN(CC)S(=O)(=O)c1cccc(C(=O)OCC(=O)Nc2ccccc2OC(F)F)c1 | -15 | 99 | 2 | 100 | 0 | 98 | -7 | -0.1 | 0 | -6 | 5
O=c1sc(Nc2ccccc2)nc2ccccc12 | -7 | 101 | -4 | 102 | -6 | 100 | -9 | -0.4 | 0 | -4 | -2
CC(C)(C)N(Cc1ccccc1)C(=O)CCc1ccccc1 | 4 | 103 | 0 | 101 | -3 | ? | 4 | 0.2 | 11 | 2 | -2
COc1ccc(N(CC(=O)O)S(C)(=O)=O)cc1OC | 0 | 95 | 1 | 92 | 2 | 95 | 2 | 2.1 | 4 | 1 | 0
CN(c1ccccc1C(=O)Nc1ccc(F)c(F)c1)S(C)(=O)=O | -1 | 98 | 3 | 104 | 2 | 99 | -1 | 0.0 | 0 | -3 | 1
CCc1nc2n[nH]c(N)c2c2c1CSC(C)(C)C2 | -13 | 97 | -4 | 103 | -7 | 101 | -6 | 0.4 | 1 | -12 | -2
CC1CN(CC(O)COCc2ccc3c(c2)OCO3)CC(C)O1 (stereo unspecified) | -2 | 101 | 0 | 100 | -4 | 102 | 1 | 0.1 | 1 | -1 | 1
CCOC(=O)C1CCCN(C(=O)c2ccc(OCC)cc2)C1 (stereo unspecified) | 3 | 84 | 5 | 79 | 8 | 83 | 6 | -0.3 | 1 | 6 | 6
Cc1c(Cl)c(C(=O)NNC(=S)Nc2ccccc2)nn1C | -2 | 103 | 0 | 102 | -5 | 105 | -13 | 1.8 | 30 | -4 | -1
COc1ccc(C(=O)Nc2sc(C)c(C)c2CN2CCOCC2)cc1 | -2 | 101 | -8 | 97 | -12 | 101 | -7 | 0.7 | -3 | -1 | -25
CCOC(=O)C(=O)N=Nc1c(O)[nH]c2ccccc12 | -5 | 99 | -1 | 97 | 0 | 96 | 0 | 1.2 | 9 | -2 | -2

A section taken from the entries so far:
SMILES | Bfl-1 Bim block | RGS4-Gao reg | Bim-Bcl-W | RGS8-Gao | Bcl-XL Bim block | RGS7-Gao reg | Bcl-B Bim block | ABCB1 inh | ABCG2 block | Bcl-2 Bim block | Bim-Mcl-1
COc1cccc(/C=N/NC(=O)c2nc(-c3ccccc3)cc(-c3ccccc3)n2)c1 | -7 | 93 | -3 | 98 | -7 | 97 | -5 | 14 | 11 | -2 | 0
COC(=O)c1sccc1-n1cccc1C(=O)C(=O)N1CCOCC1 | -4 | 96 | 1 | 101 | -4 | 97 | 0 | -0.4 | 0 | 2 | 2
CCN(CC)S(=O)(=O)c1cccc(C(=O)OCC(=O)Nc2ccccc2OC(F)F)c1 | -15 | 99 | 2 | 100 | 0 | 98 | -7 | -0.1 | 0 | -6 | 5

(more compounds)
SMILES | Bfl-1 Bim block | RGS4-Gao reg | Bim-Bcl-W | RGS8-Gao | Bcl-XL Bim block | RGS7-Gao reg | Bcl-B Bim block | ABCB1 inh | ABCG2 block | Bcl-2 Bim block | Bim-Mcl-1
COc1ccc(C(=O)Nc2nc(C)cc(C)n2)cc1 | -3 | 103 | 0 | 101 | -1 | 102 | -3 | -0.3 | 1 | 0 | -1
COc1ccc(-c2cc(C(=O)O)nc3ccc4ccccc4c23)cc1OC | -4 | 104 | 1 | 106 | 0 | 104 | 0 | 0.0 | 2 | 0 | -1
O=C(Nc1ccc(S(=O)(=O)N2CCCc3ccccc32)cc1)C1CCCO1 (stereo unspecified) | 0 | 106 | -2 | 101 | -1 | 101 | -1 | 1.3 | 8 | -2 | -3
Cn1c2c(c(=O)n(C)c1=O)C(C(F)(F)F)(C(F)(F)F)N=C(c1ccccc1Cl)N2 | -9 | 103 | 0 | 103 | 3 | 97 | -4 | -0.1 | 1 | -4 | 0
CN(C)CCCNC(=O)/C(=C\c1ccc(-c2ccc(Br)cc2)o1)NC(=O)c1ccccc1 | 0 | 97 | -1 | 101 | -1 | 97 | -5 | -0.1 | 0 | 0 | -2
CN(C)S(=O)(=O)c1cccc(C(=O)OCC(=O)c2ccc3c(c2)NC(=O)CO3)c1 | 20 | 101 | 23 | 100 | 8 | 105 | 43* | -0.4 | 0 | 26 | 89*
Cc1ccc(S(=O)(=O)NCc2ccc(C(=O)NCc3cccnc3)cc2)cc1 | -9 | 103 | 0 | 106 | -2 | 103 | -4 | -0.1 | 1 | -4 | -1
O=[N+]([O-])c1ccc(Sc2nccn2Cc2ccccc2)c([N+](=O)[O-])c1 | -10 | 78 | 2 | 92 | -4 | 105 | -11 | 1.2 | 2 | -10 | -3
Cc1cc(C)c[n+](C2=C([O-])c3ccccc3C(=O)/C2=N\S(=O)(=O)c2cccs2)c1 | 4 | 104 | 0 | 101 | 0 | 102 | -1 | 0.7 | 4 | 3 | 0
COc1ccccc1OCc1ccc(C(=O)NCCN(C)C)o1 | -8 | 106 | -8 | 104 | -2 | 100 | -7 | 0.1 | 3 | -2 | -3
CCN1CCN(C(=O)C(N)Cc2ccccc2)CC1 (stereo unspecified) | -3 | 101 | 0 | 106 | -2 | 98 | -1 | 0.8 | 3 | -2 | 0
O=C(NCCOc1nc(N2CCCCC2)nc(N2CCCCC2)n1)Nc1ccccc1 | -3 | 104 | -4 | 105 | -3 | 100 | -4 | 3.9 | 10 | -3 | -2
COc1ccc(C2(CNC(=O)c3cc([N+](=O)[O-])cc([N+](=O)[O-])c3)CCCC2)cc1OC | -1 | 101 | -1 | 101 | -3 | 103 | -6 | 3.1 | 14 | 0 | -2
O=C(NCCc1ccc(Cl)cc1)C1CCN(S(=O)(=O)c2cccc3nonc23)CC1 | -11 | 105 | 3 | 101 | 4 | 105 | -3 | 0.1 | 0 | -1 | 2
Cc1cc(C(F)(F)F)nc(CCNCc2c(C(=O)N3CCCC3)nc3ccccn23)n1 | 3 | 105 | -1 | 114 | 3 | 107 | 1 | 2.0 | 7 | 3 | 1
Cn1c(=O)[nH]c(=O)c2c1nc1n2CCCS1 | 0 | 92 | 5 | 101 | 4 | 94 | 1 | 0.4 | 2 | -2 | 1
COc1cccc(/C=C/C(=O)OCC(=O)NCC2CCCO2)c1OC (stereo unspecified) | 0 | 107 | 2 | 115 | 4 | 109 | 0 | -0.7 | -1 | 0 | 5
Cc1cnn(C(=S)NCC2CCCO2)c1 (stereo unspecified) | 7 | 103 | 18 | 111 | 7 | 102 | 5 | 0.0 | 1 | 7 | 4
Oc1oc(-c2ccccc2)nc1/C=N/c1ccccn1 | -6 | 103 | -2 | 103 | -3 | 100 | -5 | 0.5 | 1 | -1 | 1
CC1(C)Cc2c(C#N)c(SCCOc3ccccc3)nc(N3CCOCC3)c2CO1 | -10 | 101 | -2 | 102 | -8 | 97 | -8 | 2.1 | 11 | -15 | -1
Cc1ccc(-c2nc(COC(=O)c3c(C)noc3C)cs2)cc1 | -10 | 104 | 1 | 105 | -1 | 101 | -2 | 0.1 | 0 | -3 | 1
OCCNc1nc2ccc(Cl)cc2[nH]1 | 4 | 97 | -1 | 98 | 0 | 94 | 0 | -0.2 | 0 | 0 | -2
O=C(CNC(=O)c1ccccc1F)OCC(=O)N1CCCc2ccccc21 | -5 | 105 | -2 | 102 | -2 | 103 | -3 | 0.4 | 4 | -3 | -1
Cc1cc(NC(=O)CSc2nccn2-c2ccc(F)cc2)no1 | -19 | 102 | -2 | 101 | -3 | 102 | -10 | 0.2 | 5 | -11 | -2
C#CC[N+]1(CC#Cc2ccccc2)CCCC1 | -10 | 102 | -3 | 108 | -2 | 107 | -5 | -0.7 | 8 | -10 | 0
CCCCCOc1ccc(C(=O)NCC(=O)NCC(=O)OCC)cc1 | -9 | 100 | 0 | 101 | 0 | 101 | -5 | -2.2 | -3 | -7 | 0
O=C(CN(Cc1ccco1)C(=O)Cn1nnc(-c2cccs2)n1)NCC1CCCO1 (stereo unspecified) | -9 | 102 | -1 | 101 | 0 | 100 | -5 | 1.0 | 2 | -2 | 0
O=C(CSc1nc2ccncc2[nH]1)Nc1ccccc1C(F)(F)F | -1 | 99 | 0 | 101 | -2 | 104 | 3 | 0.0 | 0 | 2 | 1
O=C(O)Cn1ncc2ccccc2c1=O | -7 | 103 | 0 | 107 | 1 | 106 | -1 | 0.1 | 2 | -1 | 2
COc1oc(-c2ccccc2)nc1C(F)(F)F | -11 | 95 | 0 | 94 | 6 | 91 | -4 | 0.1 | 0 | -6 | -2
Cc1ccc(-c2nnc(SCC(=O)N/N=C/c3cccs3)n2-c2ccc(C)cc2)cc1 | -10 | 103 | -9 | 102 | -9 | 102 | -9 | 0.9 | 22 | -6 | -5
CCCCSc1c(C)c2cc3c(cc2[nH]c1=O)OCO3 | 0 | 103 | -1 | 105 | 0 | 105 | 0 | 0.3 | 4 | 0 | -1
